Screening results as filed in PubChem BioAssay.
IMP-1 inhibitor: IMP-1 metallo-beta-lactamase inhibitors, primary screen, biochemical, epi-absorbance readout, Pseudomonas aeruginosa enzyme; metallo-beta-lactamase IMP-1 (Pseudomonas aeruginosa); purified IMP-1, nitrocefin hydrolysis, epi-absorbance fluorescence; inhibition, % at 5.6 µM; actives 0.45% (n = 290,000);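 active means inhibition above the mean plus 3 SD of all compounds in the same screening run, cut at about 4.5% in these data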;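 further: 0% = IMP-1 with DMSO and 100% = DMSO wells lacking enzyme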
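System: Purified IMP-1 | Read-out basis: Percent enzyme inhibition | Controls: IMP-1 with DMSO as 0%, enzyme-free DMSO as 100% | Replicates: One well per compound | Doses: 5.6 µM nominal single concentration | Detection: Epi-absorbance fluorescence, 480 nm excitation, 530 nm emission | Incubation: 25 °C, 15 min preincubation, 25 min reaction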
pCIP destab: p/CIP-EGFP fusion destabilizers, primary screen, fluorescence, F442A cells. 16 h. decrease of EGFP signal, % at 10 µM. actives 0.01% (n = 290,000). AID 1984, 2009;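 active means EGFP signal decrease of at least 30% at 10 µM or well 3 SD below plate mean, unless failing retest; inactive means the rest, including hits failing retest or dose response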; further: some compounds called inactive have numbers as strong as hits; many of its hits are not listed in these tables
Target sequence (Q05BA5 1-1403): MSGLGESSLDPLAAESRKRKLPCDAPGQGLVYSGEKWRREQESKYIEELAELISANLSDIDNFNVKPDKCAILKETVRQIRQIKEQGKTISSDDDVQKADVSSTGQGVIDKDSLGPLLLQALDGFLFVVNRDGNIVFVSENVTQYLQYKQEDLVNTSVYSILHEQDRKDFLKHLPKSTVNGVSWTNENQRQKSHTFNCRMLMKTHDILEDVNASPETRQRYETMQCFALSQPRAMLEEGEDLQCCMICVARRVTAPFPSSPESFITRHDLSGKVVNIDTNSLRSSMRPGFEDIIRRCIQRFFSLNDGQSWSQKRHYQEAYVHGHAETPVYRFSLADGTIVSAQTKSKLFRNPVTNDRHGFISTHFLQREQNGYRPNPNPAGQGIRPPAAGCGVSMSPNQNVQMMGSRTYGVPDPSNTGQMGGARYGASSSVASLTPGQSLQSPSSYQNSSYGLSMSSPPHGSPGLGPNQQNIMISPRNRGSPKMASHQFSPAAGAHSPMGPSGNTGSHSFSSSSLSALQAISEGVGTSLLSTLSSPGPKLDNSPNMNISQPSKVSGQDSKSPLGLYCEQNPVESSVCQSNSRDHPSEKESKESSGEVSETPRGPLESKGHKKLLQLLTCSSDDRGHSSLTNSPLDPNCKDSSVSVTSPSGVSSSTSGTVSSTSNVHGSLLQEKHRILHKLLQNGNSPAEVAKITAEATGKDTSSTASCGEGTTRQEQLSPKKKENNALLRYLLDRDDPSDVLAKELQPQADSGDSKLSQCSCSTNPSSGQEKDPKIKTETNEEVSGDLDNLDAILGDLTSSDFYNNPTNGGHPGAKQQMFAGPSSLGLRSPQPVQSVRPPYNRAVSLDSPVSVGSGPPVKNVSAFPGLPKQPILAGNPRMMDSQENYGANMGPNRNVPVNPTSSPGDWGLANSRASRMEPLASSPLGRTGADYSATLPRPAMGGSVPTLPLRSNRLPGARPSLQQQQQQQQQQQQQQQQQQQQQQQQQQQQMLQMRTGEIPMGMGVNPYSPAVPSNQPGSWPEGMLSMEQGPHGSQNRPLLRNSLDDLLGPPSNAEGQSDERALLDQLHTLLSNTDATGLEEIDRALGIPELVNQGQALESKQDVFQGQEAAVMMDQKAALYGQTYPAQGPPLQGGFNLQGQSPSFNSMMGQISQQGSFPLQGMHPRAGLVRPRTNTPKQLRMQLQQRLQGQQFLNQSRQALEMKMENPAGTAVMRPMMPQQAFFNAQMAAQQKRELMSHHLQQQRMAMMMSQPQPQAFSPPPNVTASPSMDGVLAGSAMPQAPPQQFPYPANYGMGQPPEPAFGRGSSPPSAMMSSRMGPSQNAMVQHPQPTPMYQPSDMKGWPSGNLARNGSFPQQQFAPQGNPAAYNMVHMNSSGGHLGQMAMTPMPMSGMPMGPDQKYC
IDE cell activ: human IDE activators in live cells, primary screen, fluorescence polarization, HEK cells, FAbeta-B substrate; FAbeta-B cleavage; 0% vehicle, 100% cell-free pure enzyme wells; activation, % at 5.96 µM; actives 0.073% (n = 340,000); AID 493087, 2011; Insulin-degrading enzyme (Homo sapiens), P14735;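 active means activation above the mean of all tested compounds plus 3 SD, set per screening campaign, cut at about 17% in these data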
SUMO HTRF inh: inhibitors of in vitro SUMOylation cascade, primary screen, biochemical, HTRF, uHTS; SUMO-conjugating enzyme UBC9 (Homo sapiens), P63279; HTRF SUMOylation assay, SAE1/SAE2 + UBC9; inhibition, % at 35 µM; actives 0.36% (n = 290,000); in the data active means inhibition above about 50%, passing the limit was not always enough; further: strong numbers were not always called active
FID counter: compounds displacing fluorescent DNA intercalator, primary screen, artefact control for HCV NS3 helicase inhibitor project, biochemical, FID fluorescence | DNA fluorescent intercalator displacement | inhibition, % at 7.9 µM | actives 0.17% (n = 290,000) | AID 1845, 2009; in the data active means inhibition above about 37%;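 further: 0% = vehicle and 100% = reference compound; higher means more ethidium bromide displaced from hairpin DNA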
HCV NS3 hel inh: inhibitors of HCV NS3 helicase, primary screen, biochemical, Cy5 molecular beacon fluorescence; Hepatitis C virus NS3 helicase; NS3 helicase DNA unwinding; inhibition, % at 10.9 µM; actives 0.56% (n = 290,000);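 active means inhibition above the mean of all tested compounds plus 3 SD, set per campaign, cut at about 35% in these data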;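 further: 0% = DMSO wells and 100% = thioflavine S control wells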
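assay system = NS3 helicase fragment of HCV | buffer or medium = MOPS pH 6.5, MgCl2, DTT, Tween20, BSA | timing = 60 min unwinding reaction at 25 °C after ATP addition | signal = Cy5 beacon fluorescence read at start and 1 h | read-out basis = % inhibition of unwinding | control set = low DMSO, high thioflavine S at 110 µM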
PfM18AAP inh: PfM18AAP inhibitors, malaria aminopeptidase, primary screen, biochemical, QFRET, recombinant enzyme; M18 aspartyl aminopeptidase (Plasmodium falciparum 3D7); H-Glu-NHMec fluorogenic cleavage; inhibition, % at 7.35 µM; actives 1.2% (n = 290,000); AID 1822, 2009;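 active means inhibition above the campaign mean inhibition over all tested compounds plus 3 SD, cut at about 28% in these data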;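 further: 0% = plate median of test compound wells and 100% = 2 mM ZnCl2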
VIM-2 inh: VIM-2 metallo-beta-lactamase inhibitors, primary screen, biochemical, epi-absorbance readout, Pseudomonas aeruginosa enzyme. inhibition, % at 5.6 µM. AID 1527, 2009. purified VIM-2, nitrocefin hydrolysis, epi-absorbance fluorescence. actives 0.89% (n = 290,000);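 active means inhibition above the mean of all tested compounds plus 3 SD, cutoff set per screening run, cut at about 7.5% in these data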;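 further: red hydrolysis product quenches plate fluorescence so inhibitors raise well fluorescence; 0% = enzyme with DMSO and 100% = DMSO without enzyme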
IDE inh: human IDE inhibitors in live cells, primary screen, fluorescence polarization, HEK cells, FAbetaB substrate | AID 434962, 2010 | FAbetaB cleavage | Insulin-degrading enzyme (Homo sapiens), P14735 | inhibition, % at 5.59 µM | actives 0.41% (n = 320,000);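 active means percent inhibition above the average of all tested compounds plus 3 SD, set per screening campaign, cut at about 16% in these data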;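 further: IDE supplied by intact live HEK cells; FP after avidin binding of uncleaved biotin substrate so inhibition keeps polarization high; 0% = DMSO wells and 100% = 60 µM reference IDE inhibitor Ii1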
The depositor's hits bear a star; / = not tested or not shown.

Preview (2 entries):
SMILES	IMP-1 inhibitor	pCIP destab	IDE cell activ	SUMO HTRF inh	FID counter	HCV NS3 hel inh	PfM18AAP inh	VIM-2 inh	IDE inh
O=C(CCC1CCCC1)Nc1ccc(C(=O)NCc2cccnc2)cc1	-0.6	-3.4	2.9	6.0	-17.9	2.1	-16.9	-2.0	-0.5
Cc1onc(-c2c(Cl)cccc2Cl)c1C(N)=O	-3.5	2.1	-1.6	-7.3	1.5	6.6	-5.3	-0.7	0.3

The list itself (from the top)
SMILES	IMP-1 inhibitor	pCIP destab	IDE cell activ	SUMO HTRF inh	FID counter	HCV NS3 hel inh	PfM18AAP inh	VIM-2 inh	IDE inh
O=C(CCC1CCCC1)Nc1ccc(C(=O)NCc2cccnc2)cc1	-0.6	-3.4	2.9	6.0	-17.9	2.1	-16.9	-2.0	-0.5
Cc1onc(-c2c(Cl)cccc2Cl)c1C(N)=O	-3.5	2.1	-1.6	-7.3	1.5	6.6	-5.3	-0.7	0.3
CCN(CC)CCN(Cc1cc2cccc(C)c2[nH]c1=O)C(=S)Nc1ccccc1	-0.7	-15.0	0.5	5.5	7.0	-19.9	-4.2	-2.4	-1.7
O=C(O)c1ccc(N2C(=O)Nc3ccccc3N2O)cc1	-0.9	0.4	3.0	1.1	2.4	-8.1	9.1	-1.0	-1.2
CS(=O)(=O)Nc1cccc(-c2cnc3ccccc3n2)c1	-0.7	4.9	0.4	-6.1	-7.6	1.6	0.4	1.3	-0.6
Cn1c(Cc2cccs2)n[nH]c1=S	-2.3	10.5	2.6	0.2	0.0	2.1	0.1	1.2	-0.9
Cn1c(=O)c2c(-c3ccccc3)n(Cc3cccnc3)cc2n(C)c1=O	-3.4	0.5	-0.8	14.4	-9.6	-9.1	-6.8	-0.9	6.3
O=C(Nc1ccc2c(c1)CCC2)c1ccc(Cl)nc1	0.5	4.6	1.6	0.2	-2.9	2.6	-6.6	0.6	3.1
COC(=O)CSc1ncc(S(=O)(=O)c2ccccc2)c(=O)[nH]1	-2.7	-4.9	3.5	-12.5	-8.2	7.8	6.8	-2.7	4.5
O=C(CSc1n[nH]c(-c2ccccc2)n1)N1CCCC1	-3.9	-3.6	2.3	2.8	-3.8	18.1	-4.4	-4.4	0.8
NC(=O)CSc1nnc(COc2cccc3ccccc23)o1	-3.3	9.5	2.6	9.6	-12.1	0.9	3.7	-1.1	-1.5
OCC#CCSc1nnc(-c2ccncc2)o1	-2.3	-3.1	1.3	1.7	-4.8	-3.2	2.1	0.7	2.5
Cc1cc(NC(=O)COC(=O)CNS(=O)(=O)c2ccc(C)c(C)c2)no1	-5.0	7.8	-8.4	-1.1	-2.7	-2.1	3.5	-3.2	-2.2
Cc1cc(C)c(S(=O)(=O)c2cccc(C(F)(F)F)c2)c(=O)[nH]1	-1.5	-11.4	0.6	10.0	-6.2	-4.9	-6.5	-1.7	-5.8
OCCN1CCN(CC(O)COCCOc2ccc(Br)cc2)CC1 (stereo unspecified)	-2.6	0.6	4.9	-10.6	1.0	-9.0	-0.1	-5.6	0.7
C/C(=N\NC(N)=O)c1c(F)cccc1F	-1.3	-18.4	3.8	24.2	-16.0	-9.8	-5.7	-0.6	4.6
COc1ccc(-n2ncc3c2CC(C)(C)CC3NC(=O)CCn2cncn2)cc1 (stereo unspecified)	-4.2	-14.1	-6.1	-3.2	-37.0	-1.7	1.0	-3.7	/
CC(C)(C)c1ccccc1NC(=O)CN1C(=O)NC2(CCCC2)C1=O	-2.1	1.9	2.2	2.2	-4.7	1.6	6.6	-2.9	1.0
Cc1ccc(-n2c3c(cc(C(=O)NCC(=O)c4ccccc4)c2=O)C(=O)CCC3)cc1	-1.2	10.5	1.0	8.7	-32.6	-7.3	-3.6	-2.2	1.5
N#CC(Sc1ccccn1)c1ccc(Cl)cc1 (stereo unspecified)	-4.1	5.6	6.1	31.4	2.5	-11.8	21.5	-1.6	2.0
CCCCCCSC1=C(C#N)C(c2ccc(O)cc2)CC(=O)N1 (stereo unspecified)	-2.2	-2.9	3.1	-6.8	-6.3	-11.9	5.7	-1.7	0.7
CCCN1CCN(CCCNC(=O)CCNC(=O)Cn2ccc3ccccc3c2=O)CC1	5.4*	11.7	4.7	7.8	-1.9	3.7	0.5	0.7	7.5
CCC(CC)C(=O)N1CC(=O)Nc2ccc(F)cc2C1c1ccc(F)cc1 (stereo unspecified)	1.3	-1.1	2.8	7.6	-36.3	-24.9	-4.2	0.4	-0.2
O=C1CCCN1CN(C(=O)c1ccccc1)c1ccccc1	-2.3	-4.2	4.7	13.0	-7.5	6.4	-5.1	-2.0	1.3
CCOc1cc2[nH]c(=S)n(C3CCN(Cc4ccccc4)CC3)c(=O)c2cc1OCC	-4.3	3.7	-1.2	16.9	-3.0	13.9	-1.6	-3.8	-4.4
Further entries follow.
SMILES	IMP-1 inhibitor	pCIP destab	IDE cell activ	SUMO HTRF inh	FID counter	HCV NS3 hel inh	PfM18AAP inh	VIM-2 inh	IDE inh
O=C(c1ccc(-n2cnnn2)cc1)N1CCOCC1	-1.0	4.9	2.1	9.7	-5.1	-7.2	-9.6	-0.5	4.2
CC1CCN(CCc2nc3cc(NC(=O)NC4CCCCC4)ccc3n2C)CC1	-0.8	7.7	-17.9	11.8	9.8	-16.0	-1.8	-3.0	19.2*
O=C(C#Cc1ccccc1)Nc1cccc(F)c1	-1.9	-10.9	-0.2	-9.9	0.1	-12.4	24.4	-0.3	-2.2
O=C(NC1CCCCC1)C(c1ccncc1)N(C(=O)Cc1cccs1)c1ccccc1 (stereo unspecified)	-4.1	6.2	-1.9	-10.9	-3.1	-7.7	-9.7	-2.3	-2.8
Cc1ccc(NC(=O)c2noc3c2CCCCC3)cc1	-3.2	-2.9	-2.7	9.5	-9.1	2.0	0.5	-2.5	1.5
NNC(=O)c1ccc(-c2ccccc2F)cc1	-2.3	7.4	-2.6	0.2	-6.9	-5.2	0.0	-0.6	-0.2
O=C(NC1CCCC1)C(c1ccncc1)N(C(=O)Cc1cccs1)c1ccc(F)cc1 (stereo unspecified)	-6.1	4.4	-2.6	-6.0	-33.0	6.0	-0.8	-3.8	0.6
O=C(CP(=O)(O)CC(=O)c1ccccc1)c1ccccc1	-1.9	17.1	-2.9	9.5	0.0	11.1	-16.9	-0.2	-2.1
O=C(N[C@@H](Cc1c[nH]c2ccccc12)C(=O)O)c1ccccc1Cl	0.1	0.2	3.9	18.8	-19.6	7.3	-5.4	-1.2	0.6
NC(=O)c1ccccc1NC(=O)/C=C/c1cccc(Cl)c1	0.2	-4.9	2.1	-29.1	-4.7	-2.6	-3.9	0.7	-2.7
O=C1CSC(c2ccccc2)N1Nc1nc(N2CCOCC2)nc(N2CCOCC2)n1 (stereo unspecified)	-0.3	-6.1	0.6	16.2	-37.7	4.3	-11.0	1.1	5.1
Cc1ccc(NC(=O)C2CCCN(c3ncccn3)C2)cc1F (stereo unspecified)	1.3	-7.7	-3.3	14.8	-4.3	-2.3	1.7	0.1	0.3
CCN(CC(=O)Nc1cccc(C(C)=O)c1)S(=O)(=O)c1ccc(OC)cc1	-2.7	-3.9	2.4	21.9	-15.5	-4.6	4.1	-2.1	-1.0
COc1ccc(OC(C)=O)c(C2c3cc(OC)c(OC)cc3CCN2C(C)=O)c1 (stereo unspecified)	-1.8	9.4	-1.2	2.5	-14.0	6.1	1.8	-1.7	0.2
CC1(c2ccccc2Cl)NC(=O)N(CC(=O)NCCC2=CCCCC2)C1=O (stereo unspecified)	-1.1	18.6	1.5	8.1	-13.7	1.0	-1.5	-0.3	-7.8
COc1ccccc1C(=O)N1CCC(N2CCN(c3ccccc3)CC2)CC1	-2.5	4.8	1.2	-20.4	0.8	-3.0	1.7	-3.5	-1.1
COc1cccc(NS(=O)(=O)c2c(C)nc3sccn3c2=O)c1	-6.2	-6.2	8.3	14.1	-11.7	0.2	1.2	-1.2	0.3
COc1ccc(-n2c(C)c(C(C)=O)c3cc(OC(C)=O)ccc32)cc1	-1.3	-10.6	4.4	-0.4	-36.1	-11.8	-1.6	-0.7	/
O=C1NC(CCc2ccccc2)C(=O)N1CCOc1ccccc1 (stereo unspecified)	-1.4	-1.0	-1.7	-3.2	-10.2	22.8	-8.3	-2.4	3.4
Cc1ccc(S(=O)(=O)NCC(=O)NCc2ccncc2)cc1	-5.0	-5.2	-1.1	-17.2	3.1	-1.9	-2.3	0.1	6.7
CCOC(=O)C1CCN(Cc2cn(C)nc2-c2ccc(Oc3ccccc3)cc2)CC1	-1.8	-8.7	0.6	8.1	7.5	-18.9	3.0	-0.2	7.4
O=C(NCCN1CCCCC1)Nc1ccc(F)cc1	-0.3	-4.9	4.5	10.5	-2.8	3.9	-5.0	-1.2	-3.6
CC(C)c1nnc(NC(=O)C2CCCN2C(=O)Nc2ccccc2)s1 (stereo unspecified)	0.9	-1.3	-0.9	6.1	-11.4	-12.6	-10.6	2.1	3.5
O=C(C1CCCN(S(=O)(=O)Cc2ccccc2)C1)N1CCc2ccccc21 (stereo unspecified)	-0.5	-2.6	2.4	8.3	-25.1	-3.0	-9.6	-3.9	4.7
COc1ccccc1CNC(=O)CCCc1cn(C)c2ccccc12	-1.7	5.8	-1.2	-9.5	-36.1	12.6	3.9	-1.2	/
Other structures
SMILES	IMP-1 inhibitor	pCIP destab	IDE cell activ	SUMO HTRF inh	FID counter	HCV NS3 hel inh	PfM18AAP inh	VIM-2 inh	IDE inh
O=C(CSc1nnc(-c2ccc(O)cc2)n1-c1ccccc1)CC(=O)Nc1ccccc1	7.9*	-5.5	5.5	26.2	-17.7	36.7*	32.8*	15.9*	-5.8
COCCCNC(=O)c1ccc([N+](=O)[O-])c(Cl)c1	-1.3	-9.6	4.8	-8.7	-0.2	10.3	-3.7	1.1	-3.3
NC(=O)c1cccnc1	-0.4	6.3	0.7	7.9	-2.3	-5.0	6.9	-0.9	-2.0
COC(=O)c1cc(N=Cc2c(O)c3ccccc3oc2=O)cc(C(=O)OC)c1	-0.3	-11.6	3.4	5.8	2.1	40.3*	3.0	1.0	-0.1
CCOc1ccc(C(C)=O)cc1CSc1nnnn1-c1ccc(O)cc1	-1.9	1.8	-0.2	7.7	-9.7	-6.6	5.8	-1.1	-5.8
Cc1cc2c(=O)n(CC(=O)NCC(=O)Nc3ccc(C(C)C)cc3)cnc2s1	1.2	3.7	3.7	5.9	-20.4	33.3	6.6	-0.6	5.5
c1ccc(-c2nnn(C34CC5CC(CC(C5)C3)C4)n2)cc1	-0.8	-12.2	6.3	-3.3	-2.0	0.8	1.6	0.4	-3.9

Not a hit list; any-hit rate near 3.6%.
